M1 antagonist: antagonists of rat M1 muscarinic receptor. CHO-M1 cells, Fluo-4 calcium, ACh EC80 antagonist mode; stronger effect = lower value. B-score at 10 µM. actives 3.4% (n = 64,000);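 active = calcium fluorescence response, raw or row-and-column corrected B-score, differing from the plate sample mean either way at a set confidence level, mostly lower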
HEK293 NFkB inh: inhibitors of the PMA/ionomycin-induced NF-kB reporter in HEK293 cells. HEK-293 NF-kB luciferase reporter, luminescence. inhibition, % at 3 µM. actives 0.21% (n = 62,000). AID 465;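 active = inhibition above the mean of all tested compounds plus 3 SD, cut at about 40% in these data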;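 also: 0% = stimulated DMSO wells and 100% = 10 µM reference inhibitor 5653914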
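Timing: 1 h pretreatment, 16 h stimulation, 37 °C; system: HEK-293 cells with stable firefly luciferase reporter driven by four HIV NF-kB elements; doses: 3 µM once, 0.30% DMSO; measured by: luciferase luminescence; control set: DMSO and 10 µM reference inhibitor; repeats: single test; reagent: PMA plus ionomycin mix as NF-kB-activating stimulus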
HTR1E antagonist: blocks the human 5-HT1E serotonin receptor; P28566; CHO 5-HT1E Ga15 NFAT-bla reporter, FRET, antagonist; inhibition, % at 6 µM; actives 0.99% (n = 65,000);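 active = inhibition above a set limit, the mean inhibition across every tested compound plus 3 SD, cut at about 29% in these data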;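 also: signal is the 460 over 535 nm emission ratio of beta-lactamase substrate; 0% = agonist plus DMSO wells and 100% = wells without agonist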
Target sequence (P28566 whole entry, looked up): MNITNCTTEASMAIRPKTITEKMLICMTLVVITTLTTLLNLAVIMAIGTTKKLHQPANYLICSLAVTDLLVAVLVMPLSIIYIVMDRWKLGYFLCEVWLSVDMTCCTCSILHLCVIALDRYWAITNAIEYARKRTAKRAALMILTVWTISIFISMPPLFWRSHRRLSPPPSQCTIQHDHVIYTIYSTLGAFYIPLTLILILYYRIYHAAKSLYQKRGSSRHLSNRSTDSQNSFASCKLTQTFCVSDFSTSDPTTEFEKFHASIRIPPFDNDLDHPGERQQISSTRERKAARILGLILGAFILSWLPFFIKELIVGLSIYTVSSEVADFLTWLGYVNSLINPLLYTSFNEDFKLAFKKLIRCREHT
Jurkat tox 60K: reduces viability or proliferation of Jurkat cells; actives 1.2% (n = 56,000); Jurkat E6.1 viability, ATP luminescence, 48 h; inhibition, % at 4 µM;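 active = inhibition above the mean inhibition of all tested compounds plus 3 SD, cut at about 28% in these data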
M1 agonist: activates the M1 muscarinic receptor; CHO-M1 cells, Fluo-4 calcium fluorescence, agonist mode; stronger effect = higher value; B-score at 10 µM; actives 3% (n = 64,000);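 active = fluorescence rise, raw or as B-score row- and column-corrected plate score, outside the 99.7% band of its plate's samples, either direction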
S1P1 ag pot: S1P1 (human) agonism or agonism potentiation; actives 0.57% (n = 56,000); P21453; activation, % at 9.5 µM; S1P1 CRE-bla cells, forskolin, beta-lactamase FRET, potentiator mode; S1P1 agonist co-added at EC20, 2 nM; 100% = saturating reference agonist, 0% = basal; AID 449;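 active = activation above a cutoff set at the mean activation of all tested compounds plus 3 SD, cut at about 54% in these data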;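 also: forskolin at 4 µM as EC80 and the EC20 agonist is SEW2871; 100% = SEW2871 at its EC100 plus forskolin at EC80; some compounds past the cut are filed as inactive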
S1P3 ag: agonists of human S1P3 receptor. Q99500. S1P3 NFAT-BLA reporter cells, agonism, FRET ratio; relative to 1 µM S1P, basal subtracted. activation, % at 4.5 µM. actives 0.1% (n = 60,000). AID 373;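 active = activation above the screen-wide mean plus 3 SD, cut at about 4.5% in these data, passing the limit was not always enough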; also: some compounds called inactive have numbers as strong as hits
Target sequence (Q99500 whole entry, looked up): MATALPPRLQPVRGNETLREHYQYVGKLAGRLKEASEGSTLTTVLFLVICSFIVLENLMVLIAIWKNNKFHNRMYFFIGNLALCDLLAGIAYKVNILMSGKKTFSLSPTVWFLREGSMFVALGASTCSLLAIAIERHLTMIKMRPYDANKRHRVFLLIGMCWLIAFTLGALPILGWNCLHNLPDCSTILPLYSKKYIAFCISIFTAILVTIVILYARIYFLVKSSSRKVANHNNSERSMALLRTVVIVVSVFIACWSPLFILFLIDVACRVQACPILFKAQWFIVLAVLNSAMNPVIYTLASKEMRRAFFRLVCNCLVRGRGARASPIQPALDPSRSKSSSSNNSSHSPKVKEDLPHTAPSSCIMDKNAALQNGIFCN
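Material: Human S1P3 NFAT-BLA reporter CHO cells | Incubation: Overnight plating, 4 h compound 37 °C, 2 h substrate RT | Signal: FRET β-lactamase substrate fluorescence, excitation 405 nm, 460/535 nm emission ratio, background-subtracted | Compound: 4.5 µM final, single dose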
HTR1E agonist: agonists of human 5-HT1E serotonin receptor; P28566; CHO 5-HT1E Ga15 NFAT-bla reporter, FRET; 0% DMSO wells, 100% control agonist wells; activation, % at 6 µM; actives 0.69% (n = 65,000); AID 574;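 active = activation above a set limit, the screen-wide mean activation plus 3 SD, cut at about 8.5% in these data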;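 also: 100% = positive control agonist at 1 µM giving full maximal response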
HER2 expr 66K: lowers expression of human Her2 kinase; actives 0.69% (n = 65,000); SKBR-3 HER2 protein level, AlphaScreen, 18-24 h; stronger effect = lower value; HER2 level % of control, % at 10 µM; P04626;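 active = HER2 level under 5% of the carrier-only control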;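 also: 100% = DMSO carrier and 0% = 500 nM PU-H71 HSP90 inhibitor; lower value means stronger loss of Her2 protein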
* hit, by the source's call; . = not tested or not shown. This is a random part of the collection (roughly 9.2% active in at least one column).

cpd	molecule	M1 antagonist	HEK293 NFkB inh	HTR1E antagonist	Jurkat tox 60K	M1 agonist	S1P1 ag pot	S1P3 ag	HTR1E agonist	HER2 expr 66K
1	CCOC(=O)c1c(C)n(C)c2ccc(O)c(S(=O)(=O)c3ccccc3)c12	0.226	.	-6.3	.	-0.0584	15.5	-4.0	-1.5	92.9
2	CCOC(=O)C1CCCN(C2CC(=O)N(c3ccc(C)c(C)c3)C2=O)C1 (centres undefined)	0.22	10.0	-4.5	-3.3	1.18	.	-1.0	-0.2	112.9
3	COCCOC(=O)C1=C(C)NC(=O)NC1c1ccc(OC(=O)c2ccco2)c(OC)c1 (centres undefined)	-0.0858	1.6	24.4	2.4	6.75*	-10.9	-0.6	0.2	43.4
4	COc1ccc(N2C(=O)c3ccc(NC(C)=O)cc3C2=O)cc1	-0.269	13.1	-15.4	-2.6	-0.332	-3.7	-0.2	-0.1	85.0
5	CCN1CCN(Cc2ccc(NC(=O)Nc3cccs3)cc2)CC1	-0.537	-23.2	-2.4	-11.1	0.0912	-3.2	0.7	-1.3	81.2
6	Cc1cc(NC(=O)C2CCN(S(=O)(=O)c3cnc[nH]3)CC2)ccc1Br	-0.343	9.4	6.8	1.6	-0.435	3.5	-0.1	0.5	119.1
7	C=CCNc1ncnc2c1cnn2-c1ccc(C)cc1C	-0.105	9.4	-8.6	-1.8	0.133	-1.6	0.1	0.2	62.4
8	CC(=O)OC1CC2(C)C(=O)CCC2C2CCc3cc(O)ccc3C12 (centres undefined)	-0.465	5.5	-3.3	1.7	1.08	-24.5	0.4	0.7	97.6
9	CC(C)CCNC(=O)CN(Cc1ccc2c(c1)OCO2)C(=O)Cn1nnc(-c2cccs2)n1	-0.0115	12.5	-2.8	1.9	1.49	-3.7	-1.6	2.3	81.3
10	FC(F)(F)c1ccc(N2CCOCC2)c(Nc2nc3ccccc3n3cnnc23)c1	0.00644	5.2	-3.1	4.0	0.202	-18.1	-0.3	2.7	-16.3*
11	COc1ccc(C(=O)Nc2nc3ccccc3[nH]2)cc1OC	0.363	-34.7	-1.9	-3.1	0.111	-14.0	-0.4	-0.3	84.4
12	O=c1oc2cc(OCc3nn[nH]n3)ccc2c2c1CCCC2	0.0548	17.7	-4.4	-0.1	-0.235	4.2	-1.2	0.5	84.7
13	Cn1c(=O)c2c(SC3CCCC3)nc(CC(C)(C)C)nc2n(C)c1=O	0.344	5.8	-4.7	-6.6	-0.839	1.5	1.2	0.8	63.6
14	CC(=O)N1CCN(CCN=CC2=C(O)CC(c3ccc(Cl)cc3)CC2=O)CC1 (centres undefined)	0.726	10.7	2.9	5.1	-2.21	-17.6	-0.8	-0.5	86.7
15	COc1ccc(-n2cnc3c(sc4nccc(N(C)C)c43)c2=O)cc1	-0.175	14.2	2.5	1.1	0.0303	.	-1.3	-0.2	130.0
16	c1ccc(-c2noc(-c3ccc4ccccc4c3)n2)cc1	0.32	-26.1	5.5	-1.2	-0.0735	12.6	-1.4	-1.0	80.2
17	CCC(=O)N1c2ccccc2NC2=C(C(=O)CCC2)C1c1ccc(N(C)C)cc1 (centres undefined)	-0.111	18.4	-4.7	4.7	0.345	2.4	0.5	-0.3	117.1
18	COc1ccc(NC(=O)C2CCN(C(=O)c3ccccc3)CC2)cc1OC	0.712	14.1	-11.1	-4.0	-0.295	-6.7	-0.1	0.3	124.5
19	CS(=O)(=O)Nc1ccc(C(=O)NCc2ccc3c(c2)OCO3)cc1	0.309	8.6	-0.6	-6.0	-0.133	-20.1	0.4	-0.5	58.7
20	OC(CCN1CCOCC1)(c1ccc(Cl)cc1)C1CCCCC1 (centres undefined)	0.37	16.8	-4.0	7.9	1.36	0.3	0.0	0.3	76.3
21	CCCS(=O)(=O)c1c(S(=O)(=O)CCC)c2cnccn2c1C(=O)c1ccc(F)cc1	0.718	-1.2	-1.2	-7.3	-0.778	16.1	0.0	0.5	110.1
22	COC(=O)COc1ccc(Oc2nc(SC)nc(N(C)C)n2)nn1	0.142	.	5.4	.	0.199	5.0	-5.3	-0.5	93.9
23	CSc1nsc(SCC(=O)NC2CCCCC2)n1	-0.0954	7.0	-3.4	1.1	0.121	-7.4	-1.4	-1.3	59.1
24	O=C(CSc1cn(Cc2ccccc2)c2ccccc12)Nc1nccs1	-0.203	-6.5	5.4	5.2	0.177	8.6	-0.2	0.6	74.3

Exported field by field: entries from further up.
18) COc1ccc(NC(=O)C2CCN(C(=O)c3ccccc3)CC2)cc1OC
  M1 antagonist: 0.712
  HEK293 NFkB inh: 14.1
  HTR1E antagonist: -11.1
  Jurkat tox 60K: -4.0
  M1 agonist: -0.295
  S1P1 ag pot: -6.7
  S1P3 ag: -0.1
  HTR1E agonist: 0.3
  HER2 expr 66K: 124.5

19) CS(=O)(=O)Nc1ccc(C(=O)NCc2ccc3c(c2)OCO3)cc1
  M1 antagonist: 0.309
  HEK293 NFkB inh: 8.6
  HTR1E antagonist: -0.6
  Jurkat tox 60K: -6.0
  M1 agonist: -0.133
  S1P1 ag pot: -20.1
  S1P3 ag: 0.4
  HTR1E agonist: -0.5
  HER2 expr 66K: 58.7

20) OC(CCN1CCOCC1)(c1ccc(Cl)cc1)C1CCCCC1 (centres undefined)
  M1 antagonist: 0.37
  HEK293 NFkB inh: 16.8
  HTR1E antagonist: -4.0
  Jurkat tox 60K: 7.9
  M1 agonist: 1.36
  S1P1 ag pot: 0.3
  S1P3 ag: 0.0
  HTR1E agonist: 0.3
  HER2 expr 66K: 76.3

Going on with the list.
cpd	molecule	M1 antagonist	HEK293 NFkB inh	HTR1E antagonist	Jurkat tox 60K	M1 agonist	S1P1 ag pot	S1P3 ag	HTR1E agonist	HER2 expr 66K
25	OCC(CO)(CO)N=Cc1cc(Br)ccc1O	0.63	18.3	-5.3	-12.4	0.00677	-5.5	-1.2	-0.9	64.3
26	COc1ccc(COC(=O)c2ccc(N3CCCC3=O)cc2)cc1F	-0.466	12.4	-13.9	11.0	-0.69	6.4	-1.0	1.0	94.0
27	Cc1ccc(N(CC(=O)NCc2ccc3c(c2)OCO3)S(=O)(=O)c2c(C)noc2C)cc1	1.67	11.9	0.8	5.9	1.53	9.7	-0.9	0.0	89.1
28	O=C(C1CCC1)N1CCN(Cc2ccccc2)CC1	0.787	13.9	-4.6	.	0.924	.	.	-0.5	90.1
29	Cn1c(=O)c2cc(S(=O)(=O)NCCC(=O)Nc3ccc(Cl)cc3)ccc2n(C)c1=O	0.00344	14.3	-7.2	-6.3	-0.94	-15.5	0.4	-0.7	154.1
30	COc1ccccc1C(=O)n1nc(-c2ccco2)nc1N	-0.168	11.9	15.4	10.5	0.141	.	-0.9	-1.3	121.1
31	O=C1C2CC=CCC2C(=O)N1c1n[nH]c(Cc2ccccc2)n1 (centres undefined)	0.0688	16.5	-1.1	1.5	-0.669	-6.4	-0.8	0.1	97.8
32	COC(=O)c1ccc(Oc2nc(NC(C)C)nc(N(C)C)n2)cc1	-0.18	9.9	-1.6	.	-0.067	.	.	-0.5	71.5
33	Cc1cc(C)n(-c2nc(C)nc3c2cnn3-c2ccccc2)n1	0.228	17.8	-1.9	-4.2	0.0145	-14.7	-0.8	-0.6	104.2
34	Cc1ccc(-c2nnn(CC(=O)N(CC(=O)NCC3CCCO3)c3ccccc3)n2)o1 (centres undefined)	0.12	14.8	-9.2	2.5	-0.584	-13.4	-0.1	0.0	103.8
35	O=C(CCc1nc(-c2ccccc2F)no1)NCCN1CCN(Cc2ccccc2)CC1	.	8.8	-11.4	1.6	.	-2.9	-0.8	-0.9	82.8
36	O=C1CC(=O)N(CCc2ccccc2)C(=O)N1CCc1ccccc1	0.018	14.9	2.2	.	-0.199	.	.	-0.3	68.7
37	O=C(O)c1ccc(NC(=O)C2C3CCC(C3)C2C(=O)O)cc1 (centres undefined)	-0.21	5.1	-0.9	6.0	-0.289	-15.5	-1.1	-1.1	81.0
38	CCC(NC(=O)Nc1ccc(O)cc1)(C(F)(F)F)C(F)(F)F	-0.0182	.	1.5	.	-1.27	0.1	-2.7	0.3	42.5
39	CN(C)CCC(=O)c1ccc2c(c1)OCO2	0.426	10.0	10.6	8.6	0.552	36.7	-0.5	-0.6	90.1
40	CCn1c(/N=C/c2c[nH]c3ccccc23)nc2ccccc21	-0.454	19.5	2.5	-7.0	0.638	-6.1	-0.8	-0.5	66.7
41	Cc1ccccc1CS(=O)(=O)CCC(=O)NCCCN1CCN(c2ccccc2F)CC1	-0.363	11.4	10.5	10.0	0.155	22.3	-0.8	-0.6	81.3
42	Cc1scc(C(=O)NCc2ccco2)c1-c1ccccc1	-0.118	10.8	-1.8	-4.5	0.0145	11.6	-0.5	-1.6	104.3
43	COCc1nnc(NC(=O)c2cccs2)s1	-0.531	-18.4	-0.3	-7.8	1.14	0.3	-1.0	0.0	85.1
44	CCCCc1ccc(NC(=O)c2c(C)noc2C)cc1	0.55	9.1	7.1	-2.4	0.262	.	-0.4	-1.1	108.1
45	CCOc1ccc(NC(=O)C(C)Sc2nnc(C)n2C)cc1 (centres undefined)	0.779	19.2	6.8	2.7	0.066	-6.1	-1.0	-1.0	107.6
46	CC(C)CCNC(=O)COc1ccc2c3c(c(=O)oc2c1)CCC3	-1.02	12.5	-3.6	-6.6	-0.0581	-14.3	-0.8	0.0	175.1
47	O=C(Cn1c(=O)oc2ccccc21)N(Cc1ccccc1)C1CCS(=O)(=O)C1 (centres undefined)	-0.54	5.2	-0.9	5.4	-0.0897	0.1	0.7	0.1	89.2
48	CC1CCCN(C(=O)c2cc3c(-c4ccc(Cl)cc4)nn(C)c3s2)C1 (centres undefined)	0.0689	13.3	-5.7	-0.3	0.412	-39.1	-1.0	1.0	59.8
49	COc1cc(NC(=O)CN2C(=O)NC(C)(CC(C)C)C2=O)cc(OC)c1 (centres undefined)	-0.856	-8.4	9.0	-2.9	-1.25	9.8	-0.1	-0.4	88.4
50	COc1ccc(-c2cc(-c3cc(F)ccc3O)[nH]n2)cc1OC	-0.0192	-7.0	-5.4	4.6	-1.07	-14.1	-0.6	0.3	65.0
51	CC1CCc2nn(CC(=O)N3CCN(C(=O)c4ccco4)CC3)cc2C1 (centres undefined)	-0.168	9.3	3.1	-15.7	-0.0363	-33.0	-0.4	0.3	87.0

Screens deposited in PubChem BioAssay by several laboratories.
